From PubChem
SUMO1-SIM PPI: alters human SUMO1 binding to SIM partners. P63165. SUMO1 binding to a labelled peptide, TR-FRET, 1 h. inhibition, % at 20 µM. 360,000 compounds, 0.33% hits. AID 602429; in the data active = inhibition above about 37%
Target sequence (P63165 whole entry, looked up): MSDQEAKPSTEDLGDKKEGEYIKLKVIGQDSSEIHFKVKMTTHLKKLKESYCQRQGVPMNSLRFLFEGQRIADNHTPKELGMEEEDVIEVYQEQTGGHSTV
MsrA inhibitor: inhibitors of bovine MsrA; 360,000 compounds, 0.75% hits; AID 651718; purified bovine MsrA, absorbance read-out; inhibition, % at 15.5 µM; in the data active = inhibition above about 4.5%;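 also: 0% = vehicle wells with enzyme and 100% = reference inhibitor wells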
DNMT1 block: blocks human DNA methyltransferase DNMT1 | P26358 | DNMT1 molecular beacon, Hinp1I cleavage, fluorescence | inhibition (reported as % activation of signal), % at 10 µM | 360,000 compounds, 0.83% hits | AID 588458; in the data active = inhibition above about 50%
LMPTP block: blocks human LMPTP phosphatase. P24666. recombinant LMPTP-A, OMFP fluorogenic substrate, fluorescence intensity. inhibition, % at 20 µM. 360,000 compounds, 0.22% hits. AID 651560;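 active = compounds that cut the enzyme signal by at least half of the control window in the single-dose screen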;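 also: plate controls were DMSO wells with enzyme plus substrate for no effect and substrate without enzyme for full effect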
Target sequence (P24666 whole entry, looked up): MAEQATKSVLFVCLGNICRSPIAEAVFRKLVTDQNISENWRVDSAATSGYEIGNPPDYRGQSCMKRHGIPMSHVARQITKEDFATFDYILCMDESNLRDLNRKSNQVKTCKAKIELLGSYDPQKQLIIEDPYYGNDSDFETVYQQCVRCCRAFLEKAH
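Assay system: LMPTP-A enzyme. Input: 0.625 nM LMPTP-A final. Probe or stimulus: 400 µM OMFP. Compound dosing: single 20 µM dose. Schedule: 50 min dark incubation at room temperature. Detection: fluorescence intensity of OMFP turnover product. Read-out: percent inhibition versus substrate-only and uninhibited controls. Benchmarks: no-enzyme low control, uninhibited high control.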
Tb MetRS inh: blocks T. brucei methionyl-tRNA synthetase activity; purified T. brucei MetRS, ATP depletion, Kinase-Glo luminescence; 360,000 compounds, 0.4% hits; inhibition, % at 11.9 µM; AID 624268;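 active = inhibition above a per-plate cutoff of the control wells' mean inhibition plus 3 SD, cut at about 5.5% in these data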;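 also: 0% = DMSO wells median and 100% = median of wells with control inhibitor compound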
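Material: parasite MetRS enzyme / Replication: singlicate, one well per compound / Signal: luminescence of leftover ATP / Schedule: 2 h aminoacylation at 25 °C after 15 min preincubation / Medium: HEPES-MgCl2-KCl buffer plus DTT, spermine, BSA, pyrophosphatase / Doses: 11.9 µM single point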
Rpn11 inh: Rpn11 (human) deubiquitinase inhibition; O00487; human 26S proteasome, Ub4-pepOG fluorescence polarization; 20S core pre-blocked with epoxomicin; calls only at 20 µM; 360,000 compounds, 0.59% hits; AID 588493;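 active = inhibition at 20 µM, scaled to each plate's controls, above about 33%, limit read from the data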
Target sequence (O00487 whole entry, looked up): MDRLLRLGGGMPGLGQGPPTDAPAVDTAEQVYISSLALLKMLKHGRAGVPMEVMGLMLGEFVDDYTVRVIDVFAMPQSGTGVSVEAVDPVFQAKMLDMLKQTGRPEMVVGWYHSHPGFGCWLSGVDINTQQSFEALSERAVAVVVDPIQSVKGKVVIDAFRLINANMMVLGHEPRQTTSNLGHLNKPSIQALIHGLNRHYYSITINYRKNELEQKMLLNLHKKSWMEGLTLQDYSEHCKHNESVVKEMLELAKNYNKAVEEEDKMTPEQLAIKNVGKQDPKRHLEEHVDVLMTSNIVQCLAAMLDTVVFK
CSN deneddyl inh: inhibitors of human CSN-mediated cullin deneddylation; 360,000 compounds, 0.38% hits; Purified CSN, SCF-Nedd8-OG deneddylation, fluorescence polarization; inhibition, % at 12.5 µM; Q92905; AID 651999;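 active = pattern-corrected inhibition above about 35%, with an unprinted fluorescence ratio check between 0.5 and 1.5, limit read from the data, passing the limit was not always enough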;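 also: 0% = enzyme with substrate and 100% = substrate without enzyme; some results filed as inactive read as strong as hits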
Target sequence (Q92905 whole entry, looked up, one chain of several): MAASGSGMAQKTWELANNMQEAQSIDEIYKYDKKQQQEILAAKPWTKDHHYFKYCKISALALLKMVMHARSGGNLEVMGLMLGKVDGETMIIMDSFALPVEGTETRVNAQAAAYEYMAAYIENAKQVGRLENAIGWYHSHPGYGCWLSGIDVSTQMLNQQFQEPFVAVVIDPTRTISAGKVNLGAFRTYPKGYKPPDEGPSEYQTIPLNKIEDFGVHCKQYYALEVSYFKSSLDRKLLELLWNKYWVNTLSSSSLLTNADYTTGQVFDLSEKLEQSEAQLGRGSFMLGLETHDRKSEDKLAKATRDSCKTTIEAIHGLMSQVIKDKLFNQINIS
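Assay system: HEK293T-derived human Csn5 enzyme; quantity: 0.24 nM enzyme; medium: Tris/NaCl/DTT buffer, pH 7.5; also added: substrate SCFSkp2-Nedd8OG, 10 nM; doses: 12.5 µM compound; schedule: 90 min reaction at room temperature; signal: FP; read-out: % inhibition of substrate cleavage by Csn5; benchmarks: substrate-only high control, full reaction low control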
NadD block: blocks S. aureus nicotinate mononucleotide adenylyltransferase; purified NadD enzyme, colorimetric absorbance read-out; inhibition, % at 20 µM; 360,000 compounds, 0.78% hits; AID 602399; in the data active = inhibition above about 26%; also: some compounds past the cut are filed as inactive
Scp-1 inhibitor: inhibitors of human Scp-1 phosphatase; inhibition, % at 20 µM; 340,000 compounds, 0.88% hits; Recombinant Scp1, phosphopeptide, malachite green phosphate absorbance; AID 493091; Q9GZU7;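 active = inhibition above about 50% at 20 µM, limit read from the data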;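 also: plate controls were DMSO wells with enzyme for no effect and wells lacking enzyme for full effect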
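System: truncated SCP-1 phosphatase (76-261aa); medium: Tris acetate buffer pH 5.5 with MgCl2 and Tween-20; incubation: 45 min room-temperature reaction, 5 min colour, 30 min stabiliser; compound: single 20 µM dose, 1% DMSO; reagent: Phosphorylated 17-residue peptide substrate; read-out: % inhibition at 20 µM; technique: colorimetric free-phosphate detection, absorbance 630 nm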
STEP inh: blocks human striatal-enriched tyrosine phosphatase; P54829; recombinant STEP, OMFP fluorogenic substrate, fluorescence; inhibition, % at 20 µM; 360,000 compounds, 0.25% hits; AID 588621;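 active = inhibition at 20 µM, scaled per plate between control wells, above about 37%, limit read from the data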;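 also: 0% = DMSO with enzyme and substrate and 100% = substrate only without enzyme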
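Material: STEP (striatal-enriched tyrosine phosphatase) enzyme, cell-free | Medium: 50 mM Bis-Tris pH 6.0 with 2.5 mM DTT and 0.005% Tween 20 | Read-out: Percent inhibition scaled to no-enzyme and uninhibited-enzyme controls, plate-pattern corrected | Signal: Fluorescence read at 480 nm ex / 540 nm em | Times: 20 min reaction, room temperature, in the dark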
Starred values were filed as active, the others as inactive; i = inactive; . = no result given.

| compound | SUMO1-SIM PPI | MsrA inhibitor | DNMT1 block | LMPTP block | Tb MetRS inh | Rpn11 inh | CSN deneddyl inh | NadD block | Scp-1 inhibitor | STEP inh |
| --- | --- | --- | --- | --- | --- | --- | --- | --- | --- | --- |
| Cc1noc(C)c1C(=O)NC(C)c1ccc2c(c1)OCO2 (centres undefined) | 2.9 | 0.7 | -1.9 | -0.7 | -0.7 | i | 2.0 | -1.9 | -10.7 | -2.7 |
| CN(Cc1ccccc1)C(=O)c1ccc(NC(=O)Cc2cccc(NC(=O)C3CCN(C(=O)C4CCC4)CC3)c2)cc1 | -8.1 | -0.7 | -2.0 | -0.3 | -0.1 | i | 6.0 | 10.1 | -2.7 | -0.3 |
| CC(c1ccccc1)C(NC(=O)OCC1c2ccccc2-c2ccccc21)C(=O)O (centres undefined) | 10.7 | 0.5 | 2.4 | -0.3 | -0.2 | i | 0.5 | 0.7 | -7.7 | -3.4 |
| COc1ccc(N2CCN(S(=O)(=O)c3ccc4c(c3)NC(=O)C(C)C(=O)N4)CC2)cc1 (centres undefined) | 1.9 | 0.3 | -5.5 | -0.3 | 0.5 | i | 0.4 | 2.3 | -4.8 | 3.6 |
| Cc1[nH]c2ccccc2c1/C=C(/C#N)C(=O)NC(C)C | 3.4 | 0.8 | 4.5 | -0.7 | -0.8 | i | 1.1 | 0.9 | 2.1 | 1.4 |
| CCOC(=O)CC1COc2ccccc2N1C(=O)c1cccc([N+](=O)[O-])c1 (centres undefined) | -17.0 | 0.5 | -2.0 | -0.2 | -0.7 | i | 4.5 | -6.4 | -3.0 | 1.0 |
| CC(C)(C)OC(=O)N1CCc2onc(-c3ccc([N+](=O)[O-])cc3)c2C1=O | -37.6 | 1.1 | 7.7 | -0.9 | -1.4 | i | 1.0 | -5.8 | . | 0.4 |
| Cc1nc2[nH]c(=O)n(O)c(=O)c2s1 | 0.5 | 1.0 | -0.6 | -0.6 | -0.3 | i | 3.5 | 4.8 | -2.8 | -1.6 |
| C=CCNC(=O)/C(=C\c1cccc([N+](=O)[O-])c1)NC(=O)c1ccccc1 | -9.0 | 0.0 | 5.5 | -1.9 | -1.2 | i | -3.2 | -4.2 | -2.7 | 3.1 |
| COc1cc(N2N=C(c3ccccc3)CC2c2ccccc2)c(C=O)cc1C=O (centres undefined) | -10.9 | -0.8 | 3.0 | 2.0 | -1.8 | i | -1.8 | -4.1 | -3.0 | 0.3 |
| Cc1cc(C)cc(NC(=O)CSc2nnc(-c3ccccc3Br)o2)c1 | 1.7 | 0.1 | -3.7 | 3.0 | -0.2 | i | 4.3 | 3.7 | -13.8 | -0.1 |
| CN(C)CCNc1ncnc2c1ncn2[C@H]1CN(Cc2cccnc2)C[C@@H](CO)O1 | -19.7 | -0.1 | 2.1 | -9.9 | -0.2 | i | -0.8 | 5.3 | . | -1.5 |
| Cc1ccc(C(NC(=O)c2ccccc2S(C)(=O)=O)c2ccccc2)cc1 (centres undefined) | 4.3 | -0.8 | -1.8 | -0.3 | 4.5 | i | 0.5 | -4.2 | -3.6 | -0.7 |
| CCOc1ccc(C(=O)NNC(=O)CN2C(=O)NC3(CCCC3)C2=O)cc1 | 5.7 | 1.1 | 0.3 | -1.2 | 0.5 | i | -5.2 | -2.2 | -3.9 | -2.1 |
| COc1cccc(C(=O)NC2CCN(CC(=O)NCc3ccccc3OC)CC2)c1 | -0.3 | -0.5 | -4.0 | -0.3 | -1.1 | i | -5.4 | 6.5 | 5.0 | -1.2 |
| CCN(C[C@H]1N[C@@](C)(C(=O)OC)[C@H]2C(=O)N(Cc3ccccc3)C(=O)[C@@H]12)C(=O)c1ccc(F)cc1 | 2.3 | -0.6 | 0.8 | 0.4 | -0.6 | i | -1.9 | -2.0 | -0.1 | 1.8 |
| COc1ccc(C(=O)COc2ncnc3cc(Cl)ccc23)cc1 | 4.6 | -0.3 | -0.1 | -0.9 | 0.8 | i | -4.8 | -6.0 | -9.8 | 0.1 |
| COc1cc(/C=N/NC(=O)c2ccc(-c3ccccc3)cc2)cc(OC)c1OC | 2.0 | 0.4 | -6.6 | 1.0 | -0.8 | i | -12.6 | -5.2 | -5.3 | 0.3 |
| N#C/C(=C\c1ccncc1)c1nc2c(s1)CCCC2 | -20.5 | 1.3 | -8.0 | -0.8 | -0.8 | i | -0.8 | 0.3 | 2.4 | -2.8 |
| O=[N+]([O-])c1cc(S(=O)(=O)NC2=NCCCCC2)ccc1NCC1CCCCC1 | -30.1 | 0.2 | -3.5 | 2.2 | -0.6 | i | 0.6 | 2.1 | 11.1 | 4.7 |
| N#CC1(NC(=O)CN2C(=O)c3ccc([N+](=O)[O-])cc3C2=O)CCCCC1 | -29.2 | 0.3 | -2.6 | -1.6 | -0.4 | i | -3.3 | -2.9 | -3.9 | -2.1 |
| CC(C)C(=O)Nc1c(-c2ccccc2)c(=O)c2ccccc2n1C | -3.4 | 0.5 | 3.1 | -1.6 | -0.4 | i | -1.0 | -2.2 | 5.3 | 0.5 |
| COc1cc(C=O)ccc1OCc1c(C)noc1C | 1.2 | -0.4 | 3.1 | -1.7 | 0.2 | i | 5.8 | -3.7 | -2.5 | -0.6 |
| O=C(Nc1ccncc1)Nc1cc(Cl)ccc1Cl | -0.3 | -0.5 | 1.2 | 8.3 | -0.8 | i | 4.5 | -10.4 | -4.6 | -1.0 |
| O=C(C[n+]1ccc(-c2nnc3n2CCC3)cc1)c1ccc(Cl)c(Cl)c1 | -28.9 | -0.4 | -8.4 | 1.1 | 0.2 | i | 7.1 | -0.4 | -4.9 | 0.3 |
| CC(=O)c1c(NC(=O)c2ccccc2)[nH]c(-c2ccccc2)nc1=S | 5.3 | 1.3 | -9.6 | -0.3 | -0.1 | i | 12.3 | -1.8 | 8.3 | 0.5 |
| NC(=O)COC(=O)/C=C/c1ccc2ccccc2n1 | -8.5 | 2.7 | 0.1 | -1.6 | 0.2 | i | -2.6 | 1.3 | -3.2 | -4.9 |
| CCOC(=O)c1cnc(SCC(=O)Nc2nnc(CC)s2)nc1N | 2.1 | -0.7 | -3.1 | -1.0 | -0.1 | i | 2.7 | 0.3 | -6.8 | -0.2 |
| CCOC(=O)Cc1ccc(Nc2nc(NCc3cccs3)nc3ccsc23)cc1 | 1.8 | -0.2 | -5.1 | 27.9 | -0.2 | i | 5.8 | 6.5 | . | -1.9 |
| C=C(C)COc1ccc(-c2n[nH]c(C)c2-c2ccccc2)c(O)c1 | -0.4 | 1.8 | -13.2 | 2.2 | -0.6 | i | 0.8 | 5.2 | 0.8 | -10.6 |
| CCOc1nc(Nc2ccccc2)nc(OCC)n1 | 6.8 | 1.4 | -3.2 | 1.1 | -0.4 | i | 4.7 | 0.9 | -2.0 | -2.7 |
| CN(C)c1ccc(P(=O)(OCc2ccccc2)C(O)c2ccccc2)cc1 (centres undefined) | 9.5 | -0.8 | 0.7 | -0.3 | -0.1 | i | -3.9 | -6.9 | -7.2 | -1.3 |
| CC(=O)N1C[C@@H](CO)[C@@H](N(C)C(=O)c2ccco2)C[C@H]1c1ccccc1 | 0.3 | 0.5 | 2.0 | -1.9 | -0.7 | i | 2.0 | -1.0 | . | -3.0 |
| CCN1C[C@@H]2[C@@H]3C(=O)N(Cc4ccccc4)C(=O)[C@@H]3[C@](C)(C1=O)N2C(=O)c1ccc(Cl)cc1 | -0.2 | -0.5 | -3.0 | -2.0 | -0.1 | i | -1.7 | 1.0 | -4.9 | 1.5 |
| O=C(CN1C(=O)CSc2ccc(S(=O)(=O)N3CCCCC3)cc21)NCc1cccnc1 | 0.8 | 0.4 | -0.9 | -0.7 | 0.0 | i | 2.0 | 13.6 | -1.1 | -1.2 |
| Cc1noc(C)c1NC(=O)Nc1cccc2c1O[C@@H](CN(C)C)[C@@H](C)CN([C@H](C)CO)C2=O | -3.9 | -1.1 | 1.1 | -1.4 | -0.1 | i | -1.9 | -3.5 | -1.3 | 0.5 |
| CCC(C)[C@H](NC(=O)NCc1cccc(OC)c1)C(=O)O (some centres undefined) | 1.7 | -0.8 | 3.2 | -2.7 | 0.1 | i | 0.2 | -3.9 | -4.1 | 2.2 |
| COc1ccccc1NS(=O)(=O)c1cc(NC(=O)c2cc(=O)[nH]c3ccccc23)ccc1N1CCOCC1 | -3.3 | 1.1 | -11.7 | 1.0 | -0.7 | i | 4.3 | 10.1 | -2.7 | -0.1 |
| CC(=O)c1c(C)[nH]c(C(=O)OCC(=O)N(C)C)c1C | 0.1 | -0.3 | -0.1 | -0.1 | 0.3 | i | -0.7 | 8.5 | -5.2 | -3.6 |
| Clc1ccc2oc(SCc3cccnc3)nc2c1 | 2.5 | -0.6 | 0.9 | -0.8 | -0.1 | i | -1.7 | -3.8 | -7.3 | 1.7 |

Record cards, as listed above. Values in the order: SUMO1-SIM PPI, MsrA inhibitor, DNMT1 block, LMPTP block, Tb MetRS inh, Rpn11 inh, CSN deneddyl inh, NadD block, Scp-1 inhibitor, STEP inh
Results for CC(=O)c1c(C)[nH]c(C(=O)OCC(=O)N(C)C)c1C → 0.1, -0.3, -0.1, -0.1, 0.3, i, -0.7, 8.5, -5.2, -3.6
Results for O=C(CN1C(=O)CSc2ccc(S(=O)(=O)N3CCCCC3)cc21)NCc1cccnc1 → 0.8, 0.4, -0.9, -0.7, 0.0, i, 2.0, 13.6, -1.1, -1.2
Results for CCOc1nc(Nc2ccccc2)nc(OCC)n1 → 6.8, 1.4, -3.2, 1.1, -0.4, i, 4.7, 0.9, -2.0, -2.7
Results for CCC(C)[C@H](NC(=O)NCc1cccc(OC)c1)C(=O)O (some centres undefined) → 1.7, -0.8, 3.2, -2.7, 0.1, i, 0.2, -3.9, -4.1, 2.2
Results for COc1ccccc1NS(=O)(=O)c1cc(NC(=O)c2cc(=O)[nH]c3ccccc23)ccc1N1CCOCC1 → -3.3, 1.1, -11.7, 1.0, -0.7, i, 4.3, 10.1, -2.7, -0.1
